Screens (PubChem)
G9a inh = G9a (human) methyltransferase inhibition | Q96KQ7 | G9a H3K9 monomethylation, AlphaScreen, 2 h | Potency, µM (doses to about 102 µM), without a hit: at the highest dose activity, negative = inhibition, actives largely listed as inhibitors | hit rate 8.8% among 350,000; note: potency is the fitted concentration of half-maximal effect; % is set by controls: 0 for no effect and ±100 for the full control effect; nearly all actives have a fitted effect of over 75% in size
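Signal arises when biotinylated H3K9 peptide, once monomethylated, bridges streptavidin donor and antibody-captured acceptor beads. Enzyme at 20 nM was preincubated 15 min with test compounds; peptide 500 nM and SAM 20 uM then reacted for 2 h.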
JMJD2A Tudor = inhibitors of human JMJD2A Tudor domain. O75164. AlphaScreen JMJD2A-Tudor / H3K4me3 peptide binding. Potency, µM (series often up to 114 µM), inactives show at the top dose activity change, negative = inhibition, usual class: inhibitors. hit rate 4.4% among 390,000; note: potency is the fitted concentration of half-maximal effect; % is set by controls: 0 for no effect and ±100 for the full control effect; nearly all actives have a fitted effect of over 50% in size
Tb PGK inh = T. brucei PGK inhibition | Potency, µM (series often up to 57.5 µM), without a hit: at the highest dose activity change, negative = inhibition, usual class: inhibitors | AID 602233 | hit rate 0.043% among 380,000 | PGK/GAPDH coupled, Kinase-Glo luminescence, 60 min; note: potency is the fitted concentration of half-maximal effect; % is set by controls: 0 for no effect and ±100 for the full control effect; nearly all actives have a fitted effect of over 60% in size
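Luminescent ATP detection (Kinase-Glo Plus) follows a 60-minute room-temperature incubation, with wells lacking PGK as controls. Buffer: 100 mM TEA (pH 7.6), 5 mM MgCl2, 0.01% Tween-20. Coupling enzyme GAPDH (100 nM final) supplies unstable 1,3-BPG in-well.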
ERG-DNA inh = blocks human ERG Ets domain binding to DNA. P11308. fluorescence polarization, His-ERG Ets domain / labelled DNA. Potency, µM (titrated, usually from 76.9 µM), without a hit: top-dose FP activity, negative = inhibition, hits mostly inhibitors. hit rate 0.028% among 370,000; active = well fitted inhibition curve with a large enough effect in the polarisation, with a control signal flat; inconclusive = small, poorly fitted or top-dose-only effect, or effect the other way, or a change in a side signal; inactive = no such curve, though single readings can be large or run the other way; the % refers to the polarisation;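 note: polarization taken with two DNA probes labelled with fluorescein and Texas red; potency is the fitted concentration of half-maximal effect; % of control where 0% means no effect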
Target sequence (P11308 whole entry, looked up, the tested form may be a part): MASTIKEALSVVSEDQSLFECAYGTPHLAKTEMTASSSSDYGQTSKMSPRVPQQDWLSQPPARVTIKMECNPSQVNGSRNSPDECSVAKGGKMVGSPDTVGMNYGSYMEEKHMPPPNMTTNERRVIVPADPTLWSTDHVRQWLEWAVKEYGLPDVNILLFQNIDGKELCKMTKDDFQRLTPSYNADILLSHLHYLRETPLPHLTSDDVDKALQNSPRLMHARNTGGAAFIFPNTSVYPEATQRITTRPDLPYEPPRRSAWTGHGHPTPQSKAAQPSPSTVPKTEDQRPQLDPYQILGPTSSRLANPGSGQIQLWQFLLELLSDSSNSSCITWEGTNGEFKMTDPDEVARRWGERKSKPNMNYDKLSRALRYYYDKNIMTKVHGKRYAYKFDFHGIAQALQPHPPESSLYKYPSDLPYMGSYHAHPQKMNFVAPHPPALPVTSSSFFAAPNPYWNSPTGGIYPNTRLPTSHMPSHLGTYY
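His-tagged ERG Ets domain (1 uM in the protein solution; 300mM KCl, 50mM Tris-HCl, 1mM EDTA, 1mM DTT, pH 7.5) received compound, then a probe mix of 5 nM fluorescein-DNA and 100nM Texas-615-DNA. Fluorescence polarization was read for both dyes.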
Pin1 inhibitor = inhibitors of human Pin1 | Q13526 | Pin1 FP peptide displacement, HiFluor488, 10 min | Potency, µM (titrated, usually from 115 µM), without a hit: top-dose activity, negative = inhibition, actives largely listed as inhibitors | hit rate 0.009% among 390,000 | AID 504891; active = well fitted inhibition curve with a large enough effect in the polarisation, with a control signal flat, not every such curve was filed as active; inconclusive = small, poorly fitted or top-dose-only effect, or effect the other way, or a change in a side signal; inactive = no such curve, though single readings can be large or run the other way; the % refers to the polarisation; note: potency is the fitted concentration of half-maximal effect; % is set by controls: 0 for no effect and ±100 for the full control effect
Target sequence (Q13526 whole entry, looked up): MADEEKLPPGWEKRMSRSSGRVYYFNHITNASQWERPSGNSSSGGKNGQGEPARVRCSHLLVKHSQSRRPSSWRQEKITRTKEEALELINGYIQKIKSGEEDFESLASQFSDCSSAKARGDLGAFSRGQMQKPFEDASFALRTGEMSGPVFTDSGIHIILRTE
BAZ2B inh = BAZ2B (human) inhibition; AlphaScreen BAZ2B-H3K14Ac peptide displacement; Potency, µM (series often up to 114 µM), inactives show top-dose activity change, negative = inhibition, usual class: inhibitors; hit rate 4.4% among 360,000; note: potency is the fitted concentration of half-maximal effect; % is set by controls: 0 for no effect and ±100 for the full control effect; nearly all actives have a fitted effect of over 60% in size
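Compounds, titrated to a top concentration of 110 uM, were incubated 30 min at room temperature with preformed BAZ2B/acetyl-K14 H3 peptide complex (50 nM each). Proximity signal was measured by AlphaScreen after 20 min with beads.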
HP1b binding inh = blocks HP1-beta chromodomain binding to methylated histone tails | hit rate 0.56% among 390,000 | Potency, µM (doses to about 114 µM), without a hit: top-dose activity change, negative = inhibition, usual class: inhibitors | AlphaScreen HP1-beta / biotin-H3K9me3 peptide binding | P83916; note: potency is the fitted concentration of half-maximal effect; nearly all actives have a fitted effect of over 70% in size; inactives centre near 23
Target sequence (P83916 whole entry, looked up): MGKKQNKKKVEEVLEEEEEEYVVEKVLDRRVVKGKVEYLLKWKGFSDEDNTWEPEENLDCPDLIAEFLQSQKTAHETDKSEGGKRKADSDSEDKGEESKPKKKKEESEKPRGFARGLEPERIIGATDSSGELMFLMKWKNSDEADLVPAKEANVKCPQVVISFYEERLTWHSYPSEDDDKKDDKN
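AlphaScreen: HP1-beta (50 nM) preformed 30 min with biotin-H3(1-18)K9me3 peptide (50 nM) in PBS pH 7.4, 0.01% Tween-20. Compound added for 30 min at RT, then streptavidin donor/nickel chelate acceptor beads (10 ug/mL) for 30 min.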
GLS inhibitor = blocks human kidney-isoform glutaminase activity; O94925; GLS enzymatic activity, qHTS titration; Potency, µM (doses to about 45.5 µM), for the others: top-dose activity change, negative = inhibition, most hits filed as inhibitors; hit rate 0.21% among 410,000; note: potency is the fitted concentration of half-maximal effect; % is set by controls: 0 for no effect and ±100 for the full control effect
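Enzyme dispensed in phosphate buffer (45 mM, pH 8.2, 0.02% Tween-20), compounds pinned in, then 1 mM L-glutamine solution and the glutamate oxidase–HRP–Amplex Red mix added; fluorescence read immediately and again after 30 min at room temperature.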
PI4K2A inh = inhibitors of human PI4K2A | Q9BTU6 | purified PI4K2A, ADP-Glo luminescence, 1 h; hits give low values | activity change, negative = inhibition, % at 76.9 µM | hit rate 0.13% among 420,000; in the data active = activity change below about -50%; inconclusive = mostly about -30% to -49%;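 note: -100% = wells without enzyme as full effect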
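In this quantitative HTS, ADP production by PI4K2A was quantified luminescently after 1 h at ambient temperature; 100 microM adenosine served as plate-quality control.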
* = called active by the depositor; i = inactive; ? = inconclusive; / = no result given; [ ] = another dose, or the depositor's remark. Unless noted, calls come from the whole dose curve; as a rule, active = well fitted curve in the direction sought with a large enough effect; inconclusive = small, poorly fitted or top-dose-only effect, or another doubt; inactive = no such curve, though single readings can be large; an effect the other way counts as inactive or inconclusive.

The first 3 records, to show the layout:
SMILES | G9a inh | JMJD2A Tudor | Tb PGK inh | ERG-DNA inh | Pin1 inhibitor | BAZ2B inh | HP1b binding inh | GLS inhibitor | PI4K2A inh
Cc1nc(-c2ccccn2)nc(SCC(=O)N2CCOCC2)c1Cl | 20µM* | -15% | 2% | 0% | -16% | 5% | 2% | 8% | -6
CCOc1ccc(NC(=O)C(C)n2c(=O)cc(C)c3c(C)nn(-c4ccccc4)c32)cc1 (stereo not drawn) | 11%[59 µM] | -22% | i | -1% | -19% | -2% | ? | -6% | -4
O=C(NCCc1ccccc1)c1ccc(CS(=O)Cc2cccc(Cl)c2)o1 (stereo not drawn) | 25% | -18% | -3% | -3% | 11% | -3% | 41%[activator] | -8% | -5

Main list (from the top)
SMILES | G9a inh | JMJD2A Tudor | Tb PGK inh | ERG-DNA inh | Pin1 inhibitor | BAZ2B inh | HP1b binding inh | GLS inhibitor | PI4K2A inh
Cc1nc(-c2ccccn2)nc(SCC(=O)N2CCOCC2)c1Cl | 20µM* | -15% | 2% | 0% | -16% | 5% | 2% | 8% | -6
CCOc1ccc(NC(=O)C(C)n2c(=O)cc(C)c3c(C)nn(-c4ccccc4)c32)cc1 (stereo not drawn) | 11%[59 µM] | -22% | i | -1% | -19% | -2% | ? | -6% | -4
O=C(NCCc1ccccc1)c1ccc(CS(=O)Cc2cccc(Cl)c2)o1 (stereo not drawn) | 25% | -18% | -3% | -3% | 11% | -3% | 41%[activator] | -8% | -5
Cc1ccc(-n2c(Cn3ncc4ccccc4c3=O)n[nH]c2=S)cc1 | 7.9µM* | 8.9µM* | -1% | 2% | 1% | ? | 39% | 1% | 7
CCOCCCNC(=O)C(=O)NCCCOCC | 6%[59 µM] | 1% | -1% | 0% | -14% | -5% | 18% | 24% | 0
CCOC(=O)CNC(=O)c1sc(NC(=O)c2cccc(F)c2)nc1C | -14%[12.7 µM] | -6% | -5% | 1% | -3% | 19% | 35%[activator] | 5% | -3
Cc1cc(NC(=O)Cn2c(=O)n(Cc3ccccc3)c(=O)c3ccccc32)no1 | 8%[2.33 µM] | -23% | -8% | -7% | -2% | 5% | 14% | 4% | -7
Cc1sc(N2C(=O)C3C4C=CC(C4)C3C2=O)c(C#N)c1C (stereo not drawn) | -9%[59 µM] | -13% | -5% | -1% | -4% | 6% | 25% | 9% | 0
Cc1ccc(-n2cc(CNC(C)c3cnn(C)c3)c(-c3ccc(F)cc3)n2)cc1 (stereo not drawn) | -22% | -18% | -7% | 5% | 1% | -25% | 10% | -7% | 6
CC(=O)N/C(N)=N/c1nc2cc(C)ccc2o1 | 1% | -4% | 2% | 0% | -2% | -4% | 45%[activator] | 1% | -3
CCOC(=O)c1cc(-c2ccc(F)cc2)n(CCC(=O)NC2CCCCC2)c1C | -10%[59 µM] | -9% | 5% | -3% | -3% | -6% | 3% | -13% | -3
CCOCCCNCc1ccc(OCc2ccccc2Cl)cc1 | 5%[59 µM] | -1% | -2% | 0% | -3% | 8% | 28% | -3% | -3
Cc1cc2occ(CC(=O)NNC(=O)c3ccccc3)c2cc1C | -1%[12.7 µM] | -10% | i | 4% | -5% | -11% | 71%[activator] | 11% | -3
Cc1ccc(N(CC(O)CN2CCCCC2)S(=O)(=O)c2ccccc2[N+](=O)[O-])cc1 (stereo not drawn) | -41% | -24%[57.1 µM] | i | 0% | -17% | -14% | 6% | 0% | 2
Cc1ccc2[nH]c3c(=O)n(CCC4=CCCCC4)cnc3c2c1 | 47%[12.7 µM] | -2% | -9% | 1% | 4% | 6% | 30% | -10% | -2
O=C(COC(=O)CC1CC2CCC1C2)NCc1ccc(F)cc1 (stereo not drawn) | / | 4% | 2% | 3% | -3% | / | 26%[57 µM] | -9% | -5
C#CCOCCOCCOCCNc1nc(N2CCN(C(=O)[C@H](CCC(=O)O)n3cc([C@@H](N)CO)nn3)CC2)nc(N2CCN(C(=O)[C@H](CCC(=O)O)n3cc([C@@H](N)CCSC)nn3)CC2)n1 | / | 79µM* | -9% | -5% | 0% | / | 7% | 2% | -1
O=C1CC(N2CCN(c3ccc(F)cc3)CC2)C(=O)N1c1ccc(F)cc1 (stereo not drawn) | / | -3% | -9% | 1% | 1% | -5% | 38% | 14% | -1
CCc1ccc(/C=C2/SC(=S)N(CCC(=O)Nc3cccc(C(=O)O)c3)C2=O)cc1 | / | 50µM* | -7% | 6% | / | 35µM* | -4% | -2% | -3
CCOC(=O)NC(=O)c1cn(Nc2ccccc2)c(=O)[nH]c1=O | / | 3% | 6% | -5% | -2% | 10% | 8% | 2% | 0
CN(C)C(=O)C1CCC(=O)N1Cc1cccs1 (stereo not drawn) | -2% | -23% | -6% | -5% | -7% | -2% | 17% | 3% | -3
COc1ccc2[nH]c3c(c2c1)CCN1C(=O)C(CC(=O)NC(C)(C)C)C[C@H](C(=O)N(C(C)C)C(C)C)[C@@]31C (stereo partly drawn) | / | -29% | 4% | 7% | 1% | / | 9% | 11% | -2
CCOC(=O)N1CCN(Cc2nc3cc(NC(=O)CC)ccc3n2C(C)C)CC1 | -8%[59 µM] | -12% | 10% | -1% | -3% | -22% | 53%[activator] | 2% | -8
Cn1ncc([N+](=O)[O-])c1C(=O)Nc1nccs1 | -29%[59 µM] | -1% | -7% | -8% | -1% | -28% | 13% | -9% | 4
O=C(NC1CC(=O)N(c2ccc(F)cc2)C1)C1CCCC1 (stereo not drawn) | 4%[59 µM] | 1% | 14% | -1% | -1% | -1% | 15% | -13% | 0
SMILES | G9a inh | JMJD2A Tudor | Tb PGK inh | ERG-DNA inh | Pin1 inhibitor | BAZ2B inh | HP1b binding inh | GLS inhibitor | PI4K2A inh
COc1cc(OC)cc(C(=O)NCC(=O)N2CCCCC2)c1 | 5%[59 µM] | -6% | -4% | 10% | 2% | / | 15% | -10% | -1
O=C(NNS(=O)(=O)c1ccc(Cl)cc1)c1cccc(S(=O)(=O)N2CCOCC2)c1 | ? | -7% | 4% | 4% | 3% | -18% | 26% | 11% | -2
Cc1ccc(-c2nnc(C)c(N3CC(C)OC(C)C3)n2)cc1 (stereo not drawn) | -7%[59 µM] | -5% | 14% | -2% | -3% | -6% | 9% | 6% | 8
Cc1ccc(NS(=O)(=O)c2ccc(C(=O)OCC(=O)Nc3cc(C)on3)cc2)cc1 | 3% | -12% | 0% | -4% | -1% | -6% | 28% | -1% | 1
CCC(C)(C)n1nnnc1C(c1ccc(C)cc1)N(Cc1ccco1)Cc1cccs1 (stereo not drawn) | -41%[59 µM] | -16% | 1% | -2% | ? | -4% | 10% | 0% | -3
Cc1ccc(N2CC(C(=O)N3CCC(C(=O)Nc4nncs4)CC3)CC2=O)cc1 (stereo not drawn) | 12% | -10% | -8% | 4% | -1% | -8% | 8% | 2% | 2
COc1ccc(Cl)c2sc(N(CCN(C)C)C(=O)CCS(=O)(=O)c3ccc(C)cc3)nc12 | 10µM* | -25% | 0% | -4% | 8% | -9% | 2% | 1% | 3
CCOc1ccc(S(=O)(=O)NCCc2sc(-c3ccc(C)cc3)nc2C)cc1 | -22%[59 µM] | -25% | i | -9% | 2% | 1% | 21%[57 µM] | -10% | -2
Cc1ccc(C)c2[nH]c(=O)c(CN(CCN3CCOCC3)Cc3nnnn3CC3CCCO3)cc12 (stereo not drawn) | ? | -6% | / | -12% | -2% | / | 33% | 0% | 9
NC(=O)c1nsc(C(=O)N(c2ccc3c(c2)OCCO3)C(C(=O)NCC2CCCO2)c2ccc(F)cc2)c1N (stereo not drawn) | -1% | -7% | -4% | -2% | 2% | -24% | 52%[activator] | -1% | -2
CC1(C(=O)NC2CCCC2)CCC(=O)N1Cc1ccccc1 (stereo not drawn) | 2% | 2% | -5% | 8% | -2% | -19% | 6% | 1% | -2
CC(C)(CNC(=O)c1ccc(S(=O)(=O)Nc2ccc(Cl)cc2)cc1)N1CCOCC1 | 21%[2.33 µM] | -13% | 9% | -9% | 0% | -1% | 32% | 9% | 1
O=c1[nH]c2ccccc2nc1N1CCOCC1 | 14%[59 µM] | 1% | -6% | -8% | -9% | 8% | 27% | -2% | -1
O=C(CC(NS(=O)(=O)c1ccc(Cl)cc1)c1ccco1)NC1CCCC1 (stereo not drawn) | 7%[12.7 µM] | -11% | -11% | 4% | 9% | 7% | 6% | 3% | -6
CCCOC(=O)/C(C(N)=NCc1ccccc1)=C(\O)OCCC | 23%[59 µM] | 16% | -5% | -3% | 2% | 33% | 60% | 9% | 0

An excerpt of these results, with values under each structure.
Each structure is followed by: G9a inh	JMJD2A Tudor	Tb PGK inh	ERG-DNA inh	Pin1 inhibitor	BAZ2B inh	HP1b binding inh	GLS inhibitor	PI4K2A inh
- Cc1ccc(C)c2[nH]c(=O)c(CN(CCN3CCOCC3)Cc3nnnn3CC3CCCO3)cc12 (stereo not drawn)
    ?	-6%	/	-12%	-2%	/	33%	0%	9
- NC(=O)c1nsc(C(=O)N(c2ccc3c(c2)OCCO3)C(C(=O)NCC2CCCO2)c2ccc(F)cc2)c1N (stereo not drawn)
    -1%	-7%	-4%	-2%	2%	-24%	52%[activator]	-1%	-2
